# mIAP block – inhibitors of mouse IAP, primary screen, biochemical, luminescence, uHTS; purified mouse IAP, CDP-Star luminescence, 30 min; intestinal alkaline phosphatase [Mus musculus]; inhibition, % at 10 µM; actives 0.2% (n = 330,000);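 active means inhibition of at least 40% at 10 µM in the primary screen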;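 further: plate controls were DMSO with enzyme for no effect and no enzyme wells for full effect; values of inactives mirror those of a sister screen read the other way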
# MIN6 prolif – inducers of MIN6 beta-cell proliferation, primary screen, ATP luminescence, uHTS. actives 0.29% (n = 330,000). MIN6 cells proliferation, ATPlite luminescence, 48 h; cells starved in 0.2% serum; 100% = growth in 10% serum. AID 2380, 2010. proliferation, % at 10 µM;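 active means compounds whose signal lies at least 3.5 SD above the mean of all wells on their plate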;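 further: 0% = DMSO-treated cells in low-serum medium and 100% = 10% serum control; some compounds called inactive have numbers as strong as hits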
# mIAP act – activators of mouse IAP, primary screen, biochemical, luminescence, uHTS; activation factor at 10 µM; actives 0.24% (n = 330,000); intestinal alkaline phosphatase [Mus musculus]; muIAP, CDP-Star luminescence, 30 min; active compounds read high; 1 = vehicle-only enzyme signal, 0 = enzyme-free wells;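 active means activation factor of at least 2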; further: the source names both 10 and 20 µM as test concentration; values of inactives mirror those of a sister screen read the other way
#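 Assay system: mouse IAP enzyme; reagent: chemiluminescent substrate CDP-Star; dosing: test compounds delivered from DMSO solution; schedule: 30 min at room temperature; measured by: luminescence from enzymatic CDP-Star hydrolysis; controls: DMSO-only wells and no-enzyme negative control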
# A3G deaminase – APOBEC3G DNA deaminase inhibitors, primary screen, biochemical, fluorescence, single-stranded DNA substrate, uHTS; actives 0.28% (n = 330,000); DNA dC->dU-editing enzyme APOBEC-3G (Homo sapiens), Q9HC16; inhibition, % at 20 µM; recombinant A3G, ssDNA deamination FAM/TAMRA fluorescence;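 active means inhibition of at least 40% at 20 µM, with no more than 30% in the related APOBEC3A deaminase screen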;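 further: plate controls were DMSO wells with A3G for no effect and wells lacking A3G enzyme for full effect; some compounds called inactive have numbers as strong as hits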
# Target sequence (Q9HC16 whole entry, looked up): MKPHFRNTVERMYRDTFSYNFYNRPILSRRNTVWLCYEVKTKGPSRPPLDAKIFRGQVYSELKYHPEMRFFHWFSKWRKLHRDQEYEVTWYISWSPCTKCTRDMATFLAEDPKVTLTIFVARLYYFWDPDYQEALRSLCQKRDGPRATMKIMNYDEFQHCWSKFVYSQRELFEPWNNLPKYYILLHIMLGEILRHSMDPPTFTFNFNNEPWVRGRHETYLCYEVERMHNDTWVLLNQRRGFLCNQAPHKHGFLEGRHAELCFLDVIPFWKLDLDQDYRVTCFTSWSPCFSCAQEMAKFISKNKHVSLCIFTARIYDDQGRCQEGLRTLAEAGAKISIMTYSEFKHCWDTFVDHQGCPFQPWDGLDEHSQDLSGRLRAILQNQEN
# hIAP inh – human IAP inhibitors, primary screen, biochemical, luminescence, uHTS. purified IAP, CDP-Star luminescence, 30 min. inhibition, % at 10 µM. actives 0.12% (n = 330,000). AID 2544, 2010;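 active means inhibition reaching a set limit with compound at 10 µM in the primary screen, cut at about 35% in these data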;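 further: plate controls were DMSO wells with enzyme for no effect and no-enzyme buffer wells for full effect; values of inactives mirror those of a sister screen read the other way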
# TIM10 inh – growth inhibitors of isogenic TIM10 control yeast, primary screen, counter-screen for tim10-1 yeast inhibitor project, luminescence, uHTS; S. cerevisiae TIM10 strain growth, BacTiter-Glo luminescence, 24 h; inhibition, % at 10 µM; actives 1.4% (n = 330,000); AID 463195, 2010;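 active means inhibition of 40% or more at the single tested concentration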;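 further: wild-type TIM10 isogenic control strain grown at permissive 25 °C; 0% = DMSO yeast wells and 100% = minimal medium wells without yeast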
# NALP3 yeast inh – NALP3 inflammasome inhibitors in reconstituted yeast, primary screen, luminescence, uHTS; Yeast reconstituted NLRP3/ASC/caspase-1, beta-gal luminescence, 24 h; inhibition, % at 10 µM; actives 0.39% (n = 330,000);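 active means inhibition of 50% or more; inactive means inhibition below 50%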;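 further: plate controls were induced DMSO wells for no effect and uninduced yeast grown without galactose for full effect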
# APOBEC3A inh – APOBEC3A ssDNA deaminase inhibitors, primary screen, selectivity assay for APOBEC3G inhibitor project, biochemical, FAM/TAMRA oligo cleavage fluorescence; DNA dC->dU-editing enzyme APOBEC-3A (Homo sapiens), P31941; recombinant A3A, FAM/TAMRA ssDNA deamination fluorescence; inhibition, % at 20 µM; actives 0.41% (n = 330,000);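 active means at least 40% inhibition at 20 µM here, with at most 30% in a related deaminase screen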;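 further: plate controls were A3A with DMSO for no effect and wells lacking A3A enzyme for full effect; some results filed as inactive read as strong as hits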
# Target sequence (P31941 whole entry, looked up): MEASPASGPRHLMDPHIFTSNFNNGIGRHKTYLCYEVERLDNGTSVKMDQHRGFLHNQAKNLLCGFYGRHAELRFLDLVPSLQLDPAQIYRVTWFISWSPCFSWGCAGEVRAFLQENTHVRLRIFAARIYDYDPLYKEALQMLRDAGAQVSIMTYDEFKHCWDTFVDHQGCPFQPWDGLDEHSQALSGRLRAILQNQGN
# tim10-1 inh – growth inhibitors of tim10-1 mutant yeast, primary screen, luminescence, uHTS. inhibition, % at 20 µM. S. cerevisiae tim10-1 ts strain growth, BacTiter-Glo, 24 h. actives 2.2% (n = 330,000);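 active means inhibition of at least 40%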;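 further: mutant grown at 25 °C; 0% = DMSO wells with yeast and 100% = wells holding no yeast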
# The depositor's hits bear a star.
SMILES,mIAP block,MIN6 prolif,mIAP act,A3G deaminase,hIAP inh,TIM10 inh,NALP3 yeast inh,APOBEC3A inh,tim10-1 inh
Cc1ccnc(NC(=O)c2ccc3[nH]c(=O)c(=O)[nH]c3c2)c1,-4,-3,1,-6,-2,6,7,-6,8
COc1ccc2c(c1)c(CCNNC(=O)C(C)(C)C)c(C)n2C(=O)c1ccc(Cl)cc1,4,-8,0.96,-1,12,16,20,2,31
COc1ccc(N2C(=O)C3CCCN3C2c2cc(OC)c(OC)c(OC)c2)cc1 (stereo not drawn),1,0,0.99,-6,22,7,1,-3,-9
Cc1ccc(C(=O)CCC(=O)OCC(=O)NNC(=O)c2ccccc2Cl)cc1,-10,0,1.1,-9,-28,8,9,-5,19
CNC(=O)Cn1nc(-c2ccc(C)cc2)c2ccccc2c1=O,2,1,0.97,-8,-21,-5,16,-6,9
Cc1noc(C)c1CSCC(=O)Nc1cc(S(C)(=O)=O)ccc1Cl,4,2,0.96,-9,9,-4,-2,3,4
O=C(Cc1cccs1)NCc1ccc(Cl)cc1,-7,-2,1.1,-10,4,-3,17,1,-8
O=C(Nc1ccc(S(=O)(=O)NCC2CCCO2)cc1)c1cnccn1 (stereo not drawn),9,-2,0.91,-3,9,3,9,-1,6
Cc1ccc(Oc2ccc(/C=N/O)cn2)cc1,1,0,0.99,61*,10,9,17,-5,27
Cn1c(=O)n(CCOc2ccc(Cl)cc2Cl)c2ccccc21,-2,2,1,-2,27,11,1,-2,20
CC1=C(C(=O)OCC2CCCO2)C(c2ccncc2)C2=C(CC(C)(C)CC2=O)N1 (stereo not drawn),7,1,0.93,-2,1,-4,9,3,6
O=C(O)c1ccc(-n2nnc3ccccc32)c([N+](=O)[O-])c1,-8,0,1.1,-5,-9,-20,11,0,9
O=C(O)c1ccccc1Nc1ccccc1C(=O)O,2,3,0.98,-7,7,-3,14,8,4
OCCNc1nc(NCCC2=CCCCC2)nc(N2CCOCC2)n1,0,0,1,1,-32,12,21,-5,22
Nc1cc(=O)[nH]c(SCC(=O)NCCC2=CCCCC2)n1,-1,5,1,-2,-1,-2,9,1,1
O=[N+]([O-])c1cc(S(=O)(=O)Nc2ccccc2)ccc1N1CCN(c2ccccc2)CC1,4,0,0.96,-3,13,22,2,-3,22
COc1ccc(OC)c(S(=O)(=O)NC2CC2)c1,4,1,0.96,-6,9,4,-7,0,7
Cc1ccc(Oc2ccc(S(=O)(=O)NCC(C)(C)N3CCOCC3)cc2)cc1,0,2,1,-3,11,16,10,2,-1
O=C(CN1C(=O)CC(c2ccccc2)S(=O)(=O)c2ccccc21)N1CCCCC1 (stereo not drawn),-19,0,1.2,-4,-5,-6,0,-2,-4
CCOC(=O)Nc1ccc(C(N)=O)cc1,5,-3,0.95,-6,7,11,6,-2,9
O=C(Nc1nccs1)c1ccc(S(=O)(=O)N2CCOCC2)cc1,12,3,0.88,-9,2,14,-3,0,14
CCn1c(=S)[nH]c2cc(S(=O)(=O)N3CCOCC3)ccc21,-6,-4,1.1,6,-2,-5,-4,-7,15
COc1cccc(CNC(=O)c2cccc(Br)c2)c1,-6,-1,1.1,-9,-10,9,25,-6,22
COc1ccccc1C(=O)NCC(=O)N=Nc1c(O)n(C(C)C)c2ccccc12,-3,-6,1,-8,-11,9,29,-3,15
COc1ccc(NC(=O)COc2ccccc2)cc1Cl,-7,1,1.1,-6,2,-25,34,-4,-48
CC(NC(=O)C(NC(=O)C(Cc1c[nH]c2ccccc12)NC(=O)OC(C)(C)C)C(C)C)C(N)=O (stereo not drawn),-4,-2,1,2,7,-5,6,-2,6
COc1cccc2cc(C(=O)N3CCN(c4ccccc4F)CC3)c(=O)oc12,-1,0,1,-1,-11,7,13,0,34
CCCOc1ccc(C(=O)NCC(c2cccs2)N(C)C)cc1 (stereo not drawn),-2,-2,1,-1,-22,-6,22,-3,10
COC(=O)c1cc(Br)cn1S(=O)(=O)c1ccccc1,1,-1,0.99,-8,6,8,-25,4,-3
CC(=O)c1ccc(-c2nc3c4ccccc4ccn3c2C(C)=O)o1,4,2,0.96,2,-9,-12,37,3,7
CCOc1ccc(C(C)NC(=O)CCC(=O)O)cc1 (stereo not drawn),9,-3,0.91,-6,1,10,10,-6,-2
Cc1nn(Cc2cccc3ccccc23)c(C)c1NC(=O)c1cccnc1,-4,0,1,-1,-10,-10,-5,0,12
Cn1c(Cc2cccs2)nnc1SCC(=O)N1CCc2ccccc21,29,0,0.71,3,-14,-8,2,3,-5
CC(C)CCOc1ccc(C(=O)NCC(c2cccs2)N2CCOCC2)cc1 (stereo not drawn),-10,-4,1.1,-2,-8,8,-3,1,21
CCOc1ccccc1NC(=O)C1CCN(S(C)(=O)=O)CC1,-1,-2,1,-3,-5,7,1,-4,-2
O=[N+]([O-])c1ccc(Cl)c(/C=N/N2CCN(Cc3ccc(Cl)cc3)CC2)c1,2,-5,0.98,3,10,20,23,3,30
Cc1cc(NS(=O)(=O)c2ccc(C3CCCCC3)cc2)no1,-6,-2,1.1,-1,-4,13,22,-2,41*
O=C(C[n+]1ccsc1)c1ccccc1,12,-3,0.88,-7,14,13,-4,-4,14
CC(C(=O)NCCS(=O)(=O)c1ccc(Cl)cc1)S(=O)(=O)c1ccc(Cl)cc1 (stereo not drawn),-1,-3,1,-2,-9,-10,4,3,6
Cc1ccccc1NC(=O)C1CCCN(S(=O)(=O)c2ccc3c(c2)C(C)(C)C(=O)N3C)C1 (stereo not drawn),-20,1,1.2,-7,8,5,19,0,-5

# Continued, starting with the last 2 of the part before.
SMILES,mIAP block,MIN6 prolif,mIAP act,A3G deaminase,hIAP inh,TIM10 inh,NALP3 yeast inh,APOBEC3A inh,tim10-1 inh
CC(C(=O)NCCS(=O)(=O)c1ccc(Cl)cc1)S(=O)(=O)c1ccc(Cl)cc1 (stereo not drawn),-1,-3,1,-2,-9,-10,4,3,6
Cc1ccccc1NC(=O)C1CCCN(S(=O)(=O)c2ccc3c(c2)C(C)(C)C(=O)N3C)C1 (stereo not drawn),-20,1,1.2,-7,8,5,19,0,-5
CCCCn1c(N)c(N(Cc2ccccc2OC)C(=O)c2ccc([N+](=O)[O-])s2)c(=O)[nH]c1=O,5,-3,0.95,-1,-13,3,4,-1,15
CCC1CCc2sc(C(=O)N3CCN(c4ccccn4)CC3)cc2C1 (stereo not drawn),5,-1,0.95,5,-4,31,25,-2,46*
COC(=O)c1cc2c(C)cc3ccc(C)cn3c-2c1C(=O)OC,-2,-3,1,0,-1,1,-13,-3,4
O=C(Nc1cccc(Cl)c1)c1cncn1-c1ccc(F)cc1,4,-1,0.96,-6,2,5,-4,-4,42*
CCC(C)[C@H]1CN=C(N)N1CC1CCCCC1 (stereo partly drawn),25,-9,0.75,-11,-1,0,17,1,-20
O=C(c1cccc(S(=O)(=O)N2CCOCC2)c1)N1CCOCC1,6,-1,0.94,-5,10,-1,12,0,12
CC(C)(C)c1ccc(-c2nnc(SCCC#N)n2C2CCCC2)cc1,1,0,0.99,-6,-4,24,7,-5,12
Cc1ccc(S(=O)(=O)N/N=C\c2ccc(C)o2)cc1,18,-2,0.82,4,8,-2,17,16,6
COc1ccccc1NC(=O)Cn1nnc(-c2ccccc2NC(=O)c2cnccn2)n1,1,1,0.99,-4,13,8,6,-3,9
O=C(O)c1nccnc1C(=O)Nc1ccc(Oc2c(Cl)cccc2Cl)nc1,2,0,0.98,-3,18,-3,20,-1,-14
CC(C)Cn1cnc2c1c(=O)n(CC(O)c1ccccc1)c(=O)n2CC(C)C (stereo not drawn),-5,1,1,0,-22,23,9,2,12
O=C(O)c1cc(S(=O)(=O)Nc2cccc(Oc3ccccc3)c2)ccc1Br,-3,0,1,0,-2,-3,0,-3,11
O=c1c2ccccc2nc(COc2ccccc2)n1/N=C/c1ccc(O)cc1O,1,-6,0.99,-6,-22,33,27,-4,23
COc1ccc(/C=N/NC(=S)Nc2cc(C(F)(F)F)ccc2Cl)cc1,9,0,0.91,-3,-7,8,13,2,3
CC(C)(C)NCc1ccc(OCc2cccs2)cc1,-1,-2,1,-7,-4,-161,9,6,-27
Cc1cc(C)n(CCN(C)c2nc3nonc3nc2N2CCCCC2)n1,1,0,0.99,-12,4,-7,8,0,11
COc1cccc(C(=O)NCCSc2ccc(C)cc2)c1,-12,0,1.1,1,-18,-7,32,6,8
Cc1cc(C)n(CC(=O)N2CCCC(N3CCN(c4ccc(F)cc4)CC3)C2)n1 (stereo not drawn),-14,-1,1.1,-5,14,-4,13,-5,7
O=C(CSCc1cc(=O)n2nc(C3CC3)sc2n1)Nc1ccc(F)cc1,13,-2,0.87,-4,16,6,-7,-3,-3
CSC1=C(C#N)C(c2ccc3c(c2)OCO3)C2=C(CCCC2=O)N1 (stereo not drawn),9,-1,0.91,-6,12,4,4,-1,15
CCCN1C(=O)C(NS(=O)(=O)c2ccc(N)cc2)(C(F)(F)F)C(C(=O)OC)=C1C (stereo not drawn),8,1,0.92,-6,5,3,4,-2,11
COc1cccc(/C(O)=C/c2nc3ccc(C(=O)NCCc4cccc(C)c4)cc3[nH]c2=O)c1,14,0,0.86,-12,15,-3,20,-7,11
Cc1cccc(OCCn2c(=O)oc3ccc(C)cc32)c1,-5,-2,1,11,2,24,-11,7,10
Cc1c(C(=O)N2CCOCC2)c(S(=O)(=O)Nc2ccccc2F)c(C)n1C,-4,1,1,3,-4,6,-1,2,-3
Cc1ccc(S(=O)(=O)NCc2ccccc2)cc1C(=O)NC1CCCCC1,-5,3,1.1,5,21,0,3,2,7
COC(=O)c1ccccc1-c1ccc(/C=N/Nc2nc(N3CCCC3)nc(N3CCCC3)n2)o1,-9,-3,1.1,-8,-2,33,14,-2,37
O=C(O)c1ccccc1C(=O)Nc1ccc(Nc2ccc([N+](=O)[O-])cc2[N+](=O)[O-])cc1,2,-1,0.98,-2,-1,-10,26,-2,-3
CC(=O)Nc1ccc(NC(=O)C(C)OC(=O)c2cccc(S(=O)(=O)N3CCCCC3)c2)cc1 (stereo not drawn),3,4,0.97,1,10,11,1,2,5
O=C(Nc1cc2c(cc1Br)OCCO2)c1cccnc1,-7,-1,1.1,14,12,3,28,-4,8
CN1CCc2c(sc(/N=C/c3ccco3)c2C(N)=O)C1,9,-2,0.91,-8,1,1,-4,-1,8
CCOCCCNC(=O)c1cn(CC)c2ccc(S(=O)(=O)N3CCC(C)CC3)cc2c1=O,4,-4,0.96,-6,13,-1,1,-4,16
Cc1sc(NC(=O)CSc2nc(N)cc(N)n2)c(C#N)c1C,8,-4,0.92,6,5,-2,-5,3,9
O=C1NC(c2cccc(Cl)c2)Nc2ccccc21 (stereo not drawn),1,-2,0.99,-4,1,3,1,-1,13

# High-throughput results deposited in PubChem BioAssay by Sanford-Burnham Center for Chemical Genomics.
